High-throughput results: PubChem BioAssay, National Center for Advancing Translational Sciences (NCATS)
HT1080NT lethal: kills 2HG-producing HT-1080-NT fibrosarcoma cells | 360,000 compounds, 1.6% hits | HT-1080-NT fibrosarcoma viability, CellTiter-Glo ATP luminescence, 48 h | Potency, µM (titrated, usually from 46.1 µM), without a hit: at the highest dose activity, negative = less viability, most hits filed as cytotoxic | AID 686970;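 further: NT is the 2HG producing partner of a matched IDH1 knockdown line; potency means the concentration at half of the fitted maximal effect; 0% = DMSO-treated cells and -100% = media-only wells without cells; nearly all actives have a fitted effect of over 55% in size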
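Compounds were tested in concentration-response format on HT-1080-NT cells for 48 hours at 37 degrees C. Cell viability came from CellTiter-Glo luminescence; curves were classified by r2, response magnitude and activity.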
MCF10A rerep: inducers of DNA re-replication in MCF 10A breast cells | MCF 10A DNA re-replication, Hoechst nuclear intensity, 48 h | Potency, µM (top dose mostly 46.1 µM), without a hit: at the top dose activity, positive = re-replication, actives largely listed as activators | 350,000 compounds, 2.9% hits | AID 624296; further: potency means the concentration at half of the fitted maximal effect; % of control where 0% means no effect; nearly all actives have a fitted effect of over 50% in size
IL-1B inflam inh: inhibitors of inflammasome signaling (IL-1 beta secretion) | THP-1 LPS/ATP IL-1B secretion, AlphaLISA, 16 h; hits give low values | activity change, % at 57.5 µM | 360,000 compounds, 4.7% hits | AID 743279; in the data active means activity change below about -50%; inconclusive means mostly about -30% to -49%; further: on the % scale 0 is the no-effect control and ±100 the full control effect
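Secreted IL-1B measured by AlphaLISA bead assay after 16 h compound exposure of THP-1 cells; compounds (final up to 57.5 uM) added 1 h before LPS (250 ng/mL) and ATP (1.25 mM) stimulation; lower signal means less secretion.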
HEK293 tox: cytotoxicity counter-screen for GLP-1 receptor inverse agonists | HEK293 cAMP-luciferase reporter cells, luminescence, 24 h | Potency, µM (highest dose often 38.3 µM), for inactives: at the highest dose activity change, negative = inhibition, actives largely listed as inhibitors | 410,000 compounds, 0.13% hits | AID 624418;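 further: loss of luciferase light is scored as toxicity; potency means the concentration at half of the fitted maximal effect; on the % scale 0 is the no-effect control and ±100 the full control effect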
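MLSMR compounds, 24 hr on cells at 37 deg C/5% CO2; luminescence after luciferase reagent (12 min RT). Inhibition counted as the undesired cytotoxic outcome.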
HT1080 IDH1KD tx: HT-1080 IDH1 knockdown cell toxicity (counter line). 360,000 compounds, 2% hits. HT-1080 IDH1 knockdown viability, ATP luminescence, 48 h. AID 686971. Potency, µM (titrated, usually from 46.1 µM), inactives show top-dose activity, negative = toxicity, usual class: cytotoxic;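 further: potency means the concentration at half of the fitted maximal effect; 0% = DMSO wells and -100% = cell-free medium wells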
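HT-1080-IDH1KD cells (IDH1 knocked down), 750/well in RPMI with 5% FBS, treated with compound 48 h at 37 degrees C. Viability by CellTiter-Glo luminescence, normalised to DMSO and no-cell wells; concentration-response curves classed.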
SW480 rereplic: inducers of DNA re-replication in SW480 colon cancer cells. SW480 DNA re-replication, Hoechst DNA content imaging, 48 h. Potency, µM (doses to about 46.1 µM), for inactives: at the highest dose re-replication activation, usual class: activators. 340,000 compounds, 1.8% hits. AID 624297; further: potency means the concentration at half of the fitted maximal effect; % of control where 0% means no effect; nearly all actives have a fitted effect of over 55% in size
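DNA re-replication was detected as more nuclei of elevated Hoechst intensity after 48 hr exposure to compound (23 nL pinned per well of 250 cells).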
DRD3 agonist: D3 dopamine receptor (human) agonism; max activation, %; 410,000 compounds, 0.58% hits; D3R DiscoveRx beta-arrestin cells, luminescence, 90 min; in the data active means max activation above about 30%; further: 0% is about no effect; mostly tested at two doses, the higher about 12 µM
Target sequence (P35462 whole entry, looked up): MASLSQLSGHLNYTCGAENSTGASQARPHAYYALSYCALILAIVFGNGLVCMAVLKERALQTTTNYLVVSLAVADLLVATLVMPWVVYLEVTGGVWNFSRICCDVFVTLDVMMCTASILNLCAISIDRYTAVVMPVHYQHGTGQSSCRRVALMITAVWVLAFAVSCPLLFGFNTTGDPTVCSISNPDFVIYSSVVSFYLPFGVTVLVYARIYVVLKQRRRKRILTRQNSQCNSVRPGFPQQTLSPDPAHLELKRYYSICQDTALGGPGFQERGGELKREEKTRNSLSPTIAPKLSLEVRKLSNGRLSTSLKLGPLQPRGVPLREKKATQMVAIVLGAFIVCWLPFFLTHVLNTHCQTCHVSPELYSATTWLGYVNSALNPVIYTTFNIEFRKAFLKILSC
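Agonist-mode cell screen: cells plated at 1500/well and incubated overnight at 37 °C, then exposed to library compounds for 90 min at 37 °C. Detection reagent was added for 30–60 min at room temperature, and luminescence was read.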
KB-V1 cytotox: KB-V1 MDR subline cytotoxicity | KB-V1 MDR cells viability, CellTiter-Glo, 72 h | AID 1347076 | Potency, µM (top dose mostly 46.1 µM), inactives show at the top dose activity change, negative = cytotoxicity, hits mostly cytotoxic | 400,000 compounds, 3.4% hits; further: potency means the concentration at half of the fitted maximal effect; on the % scale 0 is the no-effect control and ±100 the full control effect; nearly all actives have a fitted effect of over 60% in size
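KB-V1 cells (P-gp-expressing MDR subline of KB-3-1) in phenol-red-free DMEM with 10% FBS were exposed to library compounds over a concentration series for 72 h at 37 degrees C. Viability read by CellTiter-Glo luminescence; concentration-effect curves fitted after normalization.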
KB-3-1 tox: KB-3-1 parental cell cytotoxicity. AID 1347075. 400,000 compounds, 1.4% hits. Potency, µM (titrated, usually from 46.1 µM), inactives show at the top dose activity change, negative = cytotoxic, actives largely listed as cytotoxic. KB-3-1 viability, CellTiter-Glo ATP luminescence, 72 h; further: potency means the concentration at half of the fitted maximal effect; on the % scale 0 is the no-effect control and ±100 the full control effect; nearly all actives have a fitted effect of over 60% in size
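Parental KB-3-1 viability, qHTS format: 72 h compound exposure, 37 °C; CellTiter-Glo; media-only wells and DMSO plates as controls; concentration-effect fits on corrected data.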
Numbers without * were called inactive; i = inactive; ? = inconclusive; / = no result given; [ ] = remark or other dose. Unless noted, the call rests on the fitted dose curve; in most records, active means well fitted curve in the direction sought with a large enough effect; inconclusive means small, poorly fitted or top-dose-only effect, or another doubt; inactive means no such curve, though single readings can be large; an effect the other way counts as inactive or inconclusive.

Sequence of screens: HT1080NT lethal | MCF10A rerep | IL-1B inflam inh | HEK293 tox | HT1080 IDH1KD tx | SW480 rereplic | DRD3 agonist | KB-V1 cytotox | KB-3-1 tox
Cc1ccccc1Nc1c(-c2ccc(N3CCOCC3)cc2)nc2cnccn12
    5% | ? | -27 | -17% | 5% | 15% | 7 | 3% | 14%
COCCCNC(=S)N1CCC(C(=O)c2ccc3c(c2)OCCO3)CC1
    4% | 0% | -19 | 7% | -4% | 23% | 2 | -32% | -18%
CCN(CC)c1ccc(C(=O)OCC(=O)N2CCCC2)cc1
    2% | 7% | 0 | -7% | 1% | -17% | -6 | -2% | -1%
O=C1CCN(Cc2ccc(Cl)cc2)N1
    -20% | -17% | -6 | -4% | -14% | -8% | -5 | -9% | -17%
O=c1c(N2CCOCC2)c(N2CCOCC2)c1=O
    5% | 0% | 0 | 4% | -3% | -24% | 4 | 31% | -1%
Cc1ccccc1-n1c(=O)c(C#N)cc2c(=O)n3ccccc3nc21
    -2% | ? | 15 | / | -6% | ? | 2 | -5% | -1%
CCOc1ccccc1NC(=O)C1CCCN1C(=O)OCc1ccccc1 (stereo not drawn)
    12% | 3% | -7 | -11% | 5% | -2% | 4 | -11% | 7%
O=C(Nc1c2c(nn1-c1ccc(F)cc1)CS(=O)C2)c1ccc(S(=O)(=O)N2CCOCC2)cc1 (stereo not drawn)
    21% | -13% | 4 | 16% | 17% | -1% | -2 | 12% | 12%
Cc1nnc2sc(-c3ccco3)nn12
    15% | 1% | 3 | -2% | 0% | -14% | 3 | 0% | 4%
Cc1nnc(SCC(=O)N2CCN(c3cccc(Cl)c3)CC2)n1C1CC1
    -3% | 10% | -8 | 5% | 0% | 5% | -5 | ? | -5%
O=C(NCCN1CCOCC1)c1cc(Br)ccc1Cl
    4% | 9% | 2 | 0% | -2% | 0% | 3 | -2% | -8%
O=C(c1ccncc1)N1CCCC(N2CCN(c3ccc(F)cc3)CC2)C1 (stereo not drawn)
    10% | -2% | i | -4% | 17% | -31%[inhibitor] | 1 | ? | -3%
Cc1ccc(C(=O)NNC(=O)c2ccncc2)cc1S(=O)(=O)N1CCCCC1
    1% | 3% | 12 | 17% | 0% | -5% | 3 | -8% | 0%
O=C(O)C1(NS(=O)(=O)c2ccc(F)c(Cl)c2)CCCCC1
    11% | 1% | 1 | 2% | 11% | -9% | 11 | -13% | -6%
CCOC(=O)C1CCN(C(=O)CCC(=O)NNc2nc3ccccc3c3nc(C)nn23)CC1
    6% | 0% | 15 | -1% | 0% | -7% | -6 | -17% | 1%
O=C1[C@@H]2[C@@H]3C[C@@H]([C@H]4ON=C(c5ccc(Cl)cc5)[C@@H]34)[C@@H]2C(=O)N1C1CCCCC1
    -2% | ? | -20 | 6% | -8% | 0% | 1 | -10% | -13%
COc1cc(/C=C2\NC(=S)N(C)C2=O)ccc1O
    6% | 12% | -1 | ? | 12% | 4% | 4 | 5% | -10%
Cc1ccccc1NC(=O)Nc1nc2ccc(S(C)(=O)=O)cc2s1
    -17% | -3% | -4 | 18% | ? | 3% | -2 | 0% | -1%
Cn1c(-c2cccc([N+](=O)[O-])c2)cnc1NCc1ccc(C#N)cc1
    -4% | -1% | -11 | -17% | -1% | -36% | -1 | -23% | 4%
Cn1c(=NC(=O)C(C)(C)C)sc2cccc(F)c21
    0% | 0% | ? | 8% | 6% | -3% | -1 | -3% | -3%
Cc1cc(C)nc(N/N=C/c2ccccc2Cl)n1
    4% | 1% | -26 | 8% | 12% | 19% | -13 | -17% | -4%
CNc1nc(NCc2ccc(C)cc2C)c2sccc2n1
    ? | / | -8 | 5% | ? | / | -6 | ? | -27%
CCOC(=O)C1CCN(C(=O)CCCn2nc(C)c3c(C)n(-c4ccc(C)cc4)nc3c2=O)CC1
    -3% | 3% | ? | 0% | -5% | 3% | -10 | 2% | -23%
CSCCC(NC(=O)c1cc([N+](=O)[O-])cc([N+](=O)[O-])c1)c1nc2ccccc2[nH]1 (stereo not drawn)
    -15% | 2% | 2 | 18% | 0% | 2% | -18 | -8% | -5%
C=CCOC(=O)C(C#N)c1nc2ccccc2nc1N1CCN(Cc2ccccc2)CC1 (stereo not drawn)
    1% | 9% | -23 | 13% | 0% | 1% | -16 | 7% | -5%
CC1(C)CC(CCNS(=O)(=O)c2ccccc2)(c2ccccc2)CCO1 (stereo not drawn)
    -1% | -6% | -12 | 12% | -2% | 8% | -1 | -11% | -9%
COc1ccccc1CNC(=O)Nc1ccc2c(c1)N(C)C(=O)c1ccccc1S2
    / | / | / | -10% | / | / | 1 | 3% | -10%
CCc1ccc(-n2c(=O)c3c(C)c(C(=O)N(C)C)sc3n(CC(=O)NCc3ccco3)c2=O)cc1
    11% | -11% | 11 | 6% | 7% | -1% | 26 | ? | 7%
CCc1ccc(NC(=O)Cn2c(=O)n(CCCC(=O)NCCc3ccc(OC)c(OC)c3)c(=O)c3ccccc32)cc1
    / | / | / | 3% | / | / | 1 | 15% | 3%
C=CCn1c(O)c(N=Nc2nc3ccccc3c(=O)n2-c2ccccc2)c2ccccc21
    0% | 5% | 24 | 2% | -11% | 14% | -13 | ? | -6%
COc1cc(CNCCCCO)ccc1OCc1ccccc1F
    -16% | 4% | -14 | -3% | -13% | -6% | -12 | 0% | -1%
CCCCNC(=O)Nc1c(C)cc(SC#N)cc1C
    3% | ? | 0 | 2% | 2% | -6% | 1 | -8% | -10%
CC1CCN(CCNC(=O)c2ccc(NC(=O)C3CCCO3)cc2)CC1 (stereo not drawn)
    14% | 0% | 11 | -2% | 5% | -3% | -13 | 0% | -2%
Cc1cc(C(=O)OCC(=O)Nc2cccc(S(=O)(=O)N(C)C)c2)c2ccccc2n1
    0% | -19% | 26 | 3% | -5% | -29% | 3 | -4% | ?
CCOC(=O)C1=C(C)S/C(=C\N(C)C)C1=O
    10% | 6% | -6 | 87%[activator] | 8% | 13% | -1 | -14% | 9%
COc1ccc(-c2oc3c(c2C#CCCCCO)C(OCCO)CC3)cc1 (stereo not drawn)
    -14% | / | -17 | 5% | -23% | / | 2 | -12% | 18%
NC(=O)c1ccc(NC(=O)COC(=O)CNC(=O)c2sc3ccccc3c2Cl)cc1
    2%[9.24 µM] | -8% | 0 | 2% | 7% | ? | 5 | 0% | -1%
Cc1cc(C)n2c(SCC(=O)N(C)C3CCCCC3)nnc2n1
    4% | -2% | 7 | 1% | -2% | -61%[inhibitor] | 1 | -10% | -7%
COc1ccc(S(=O)(=O)N2CCOCC2)cc1NC(=O)COC(=O)c1ccc(C)s1
    -7% | -36%[inhibitor] | 30 | -15% | -16% | ? | 2 | 2% | 12%
C[C@H]1CN([C@@H](C)CO)C(=O)CCCn2nncc2CO[C@@H]1CN(C)S(=O)(=O)c1ccc(-c2ccccc2)cc1
    3% | / | 25 | -3% | -3% | / | 2 | -16% | 2%
COc1ccccc1C(=Cc1ccc([N+](=O)[O-])cc1)C(=O)O
    4% | / | 9 | 1% | 1% | / | 8 | 16% | -1%
CC(C)OC(=O)CSc1nnc(-c2ccccn2)n1N
    12% | 0% | -2 | 1% | 8% | -7% | 3 | 27% | 10%
Oc1c(C=Nc2ccccc2)sc2ccccc12
    -12% | ? | 22 | -26% | -15% | 1% | -6 | 8% | 0%
CCOC(=O)C1CCN(S(=O)(=O)c2ccc(NC(C)=O)c(Cl)c2)CC1
    7% | -4% | 23 | -9% | -4% | 4% | 12 | 2% | -3%
CC[C@@H](NC(=O)[C@H](Cc1ccccc1)NC(=O)CC[C@H]1O[C@@H](n2ccc(=O)[nH]c2=O)[C@H](O)[C@@H]1O)c1ccccc1
    7% | / | 17 | -2% | 15% | / | -2 | 0% | 0%
CCSC1=C(C#N)C(c2ccccc2OC)CC(=O)N1 (stereo not drawn)
    -4% | 2% | -18 | 2% | -2% | -5% | -2 | 5% | 10%
C=CCn1c(C23CC4CC(CC(C4)C2)C3)n[nH]c1=S
    -16% | ? | 10 | ? | -11% | 0% | 0 | -28% | -1%
Cc1cc(C)n(CCNC(=O)CC2C(=O)NCCN2CC2CCCCC2)n1 (stereo not drawn)
    0% | 8% | 0 | -8% | 3% | -4% | 4 | 4% | 12%
Cc1cc(C)c2c3c(cn2n1)c(=O)n(C)c(=O)n3C
    14% | -2% | -15 | -3% | 7% | -2% | 4 | -3% | 9%
CC(C)(C)C(=O)Cn1c(=O)n(-c2ccc(Cl)cc2)c(=O)c2c3c(sc21)CCCC3
    / | / | / | 1% | / | / | 6 | 2% | -5%
NNC(=O)c1sc(-c2ccccc2)cc1N
    -4% | 21µM* | -54* | 8% | -11% | 9% | -7 | ? | -19%
Cc1[nH]nc(SCC(=O)N(C)c2ccccc2)c1[N+](=O)[O-]
    0% | 1% | 16 | -6% | -3% | 17% | 0 | 11% | 2%
Cc1ccc2ccc3cccnc3c2n1
    -5% | 12% | 91 | ? | -19% | ? | -3 | ? | 12µM*
COc1ccc(S(=O)(=O)NCC(c2ccc(C)cc2)N2CCN(C)CC2)cc1 (stereo not drawn)
    -10% | 0% | -15 | -7% | -8% | -2% | -16 | 10% | 15%
O=C(CSCc1cccc(CSCC(=O)Nc2ccc3ccccc3c2)n1)Nc1ccc2ccccc2c1
    -7% | -4% | -26 | -14% | -19% | 2% | 9 | 23µM* | ?

Not a hit list; 11% or so of the library scored in one or more.
